Assay outcomes as filed in PubChem BioAssay.
GRP78 ERSR act: qHTS for Inducers of the Endoplasmic Reticulum Stress Response (ERSR) in Human Glioma: qHTS; actives 0.02% (n = 420,000); Potency, µM, inactives show at the highest dose activation, most hits filed as activators; AID 602332, 2012; U87-MG GRP78 promoter luciferase reporter, 16 h; note: potency is the fitted concentration of half-maximal effect; series mostly up to about 76 µM; % of control where 0% means no effect; nearly all actives have a fitted effect of over 35% in size
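Stably transfected U87-MG human glioma cells carrying a GRP78-based luminescent sensor were seeded at 1000 cells/well, pin-dosed with compounds and incubated 16 h. Luciferase reagent was then added, and end-point luminescence was read after 10 min at room temperature.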
IDH1 R132H inh: qHTS for Inhibitors of mutant isocitrate dehydrogenase 1 (IDH1): qHTS | actives 0.093% (n = 390,000) | Isocitrate dehydrogenase [NADP] cytoplasmic (Homo sapiens), O75874 | IDH1-R132H enzyme, NADPH consumption, diaphorase/resazurin fluorescence | Potency, µM (series often up to 76.6 µM), inactives show at the top dose activity change, negative = inhibition, most hits filed as inhibitors | AID 602179, 2012; note: potency is the fitted concentration of half-maximal effect; % is set by controls: 0 for no effect and ±100 for the full control effect; nearly all actives have a fitted effect of over 65% in size
Target sequence (O75874 whole entry R132H, stated change not applied): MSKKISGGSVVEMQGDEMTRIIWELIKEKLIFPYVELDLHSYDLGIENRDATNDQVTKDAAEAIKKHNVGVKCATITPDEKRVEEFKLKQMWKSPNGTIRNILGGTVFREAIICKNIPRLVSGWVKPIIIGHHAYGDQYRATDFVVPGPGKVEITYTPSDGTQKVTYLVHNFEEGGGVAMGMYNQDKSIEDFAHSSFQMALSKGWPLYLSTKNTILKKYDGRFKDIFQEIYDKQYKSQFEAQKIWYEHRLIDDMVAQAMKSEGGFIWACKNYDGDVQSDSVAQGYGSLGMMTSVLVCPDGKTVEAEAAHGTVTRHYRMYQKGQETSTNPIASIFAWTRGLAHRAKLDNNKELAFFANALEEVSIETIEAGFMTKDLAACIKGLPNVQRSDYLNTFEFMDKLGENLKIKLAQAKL
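IDH1-R132H (0.5 ug/mL) preincubated 30 min with compound, then NADPH (0.016 mM) and alpha-KG (2 mM) added; 80 min at RT, pH 7.5. Remaining NADPH coupled via diaphorase/resazurin to fluorescence (540/590 nm); concentration-response curves normalized to no-enzyme control.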
Vif-APOBEC3G blk: qHTS for Inhibitors of Vif-A3G Interactions: qHTS; DNA dC->dU-editing enzyme APOBEC-3G (Homo sapiens), Q9HC16; HeLa A3G-eYFP + Vif (tagged APOBEC3G with the HIV-1 protein that degrades it), YFP fluorescence, overnight; Potency, µM (series often up to 46.1 µM), without a hit: top-dose activity, negative = active, most hits filed as inhibitors; actives 0.076% (n = 410,000); AID 602310, 2012;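 note: potency is the fitted concentration of half-maximal effect; % is set by controls: 0 for no effect and ±100 for the full control effect; nearly all actives have a fitted effect of over 60% in size; hits raise eYFP signal because A3G escapes Vif-driven loss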
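Read-out is eYFP fluorescence (Ex 488/Em 500-530) from Vif-expressing HeLa A3G-eYFP cells; more signal means A3G escaped Vif-mediated degradation. Cells plated overnight, compound pinned in, incubated overnight at 37 deg C.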
USP1-UAF1 inh: Inhibitors of USP1/UAF1: Primary Screen | Ubiquitin carboxyl-terminal hydrolase 1 (Homo sapiens), O94782 | recombinant USP1/UAF1, Ub-Rhodamine cleavage fluorescence | Potency, µM (titrated, usually from 57.1 µM), inactives show at the highest dose activity change, negative = inhibition, most hits filed as inhibitors | actives 0.23% (n = 390,000) | AID 743255, 2014; note: potency is the fitted concentration of half-maximal effect; % is set by controls: 0 for no effect and ±100 for the full control effect; nearly all actives have a fitted effect of over 60% in size; inactives centre near -12
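Step one: compound is pinned into 1nM USP1/UAF1 in HEPES pH 7.8 buffer with TCEP. Step two: 15 min room-temperature incubation. Step three: Ub-Rho (150nM final) starts cleavage, tracked by fluorescence over six one-minute reads.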
RGS4 inh: Inhibitors of Regulator of G Protein Signaling (RGS) 4: qHTS; Regulator of G-protein signaling 4 (Homo sapiens), P49798; Transcreener GDP fluorescence polarization, RGS4-accelerated GTP hydrolysis; Potency, µM (doses to about 114 µM), without a hit: top-dose activity change, negative = inhibition, actives largely listed as inhibitors; actives 0.039% (n = 390,000); note: potency is the fitted concentration of half-maximal effect; % is set by controls: 0 for no effect and ±100 for the full control effect; nearly all actives have a fitted effect of over 75% in size; some results filed as inactive show a strong effect at the top dose
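MLSMR compounds (23 nl, pin-transferred) preincubated 10 min at room temperature with a 500nM (2x) first reagent, then RGS4 at 900nM (2x) plus Transcreener GDP mix added; fluorescence polarization (620/688 nm) read before and after 90 min at 30 °C.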
Vif-APOBEC3F blk: qHTS for Inhibitors of Vif-A3F Interactions: qHTS; HeLa A3F-eYFP + Vif (tagged APOBEC3F with the HIV-1 protein that degrades it), YFP fluorescence increase; Potency, µM (top dose mostly 46.1 µM), for inactives: at the top dose activity, negative = active; actives 0.2% (n = 390,000); AID 602313, 2012; note: potency is the fitted concentration of half-maximal effect; % of control where 0% means no effect; nearly all actives have a fitted effect of over 65% in size
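Fluorescence increase (Ex 488/Em 500-530) after overnight compound treatment at 37 deg C flags inhibition of Vif-driven A3F-eYFP loss in stable HeLa A3F-eYFP/Vif cells seeded overnight beforehand.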
LDHA block: qHTS assay for inhibitors of human lactate dehydrogenase; activity change, % (values are at about 110 or 230 µM); purified LDHA, NADH/diaphorase-resazurin fluorescence; active compounds read low; actives 0.15% (n = 480,000); in the data active = activity change below about -30%; inconclusive = mostly about -25% to -30%;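 note: plate controls were DMSO wells for no effect and wells without enzyme for full effect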
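LDH5 2 nM; NADH 0.06 mM, pyruvate 0.2 mM; 200 mM Tris pH 7.4, EDTA, Tween-20; 5 min RT. Detection: diaphorase 0.133 mg/mL + resazurin 37 µM, fluorescence ex540/em590 at 0 and 20 min; normalized to enzyme-free and DMSO wells.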
TrxR1 substrate: qHTS Assay for Substrates of Mammalian Selenoprotein Thioredoxin Reductase 1 (TrxR1): qHTS. Thioredoxin reductase 1, cytoplasmic (Rattus norvegicus), O89049. purified TrxR1 substrate turnover, NADPH consumption readout. Potency, µM (series often up to 114 µM), for the others: top-dose activity change, negative = substrate turnover. actives 0.01% (n = 390,000); note: potency is the fitted concentration of half-maximal effect; % is set by controls: 0 for no effect and ±100 for the full control effect; nearly all actives have a fitted effect of over 50% in size
Target sequence (O89049 whole entry, looked up): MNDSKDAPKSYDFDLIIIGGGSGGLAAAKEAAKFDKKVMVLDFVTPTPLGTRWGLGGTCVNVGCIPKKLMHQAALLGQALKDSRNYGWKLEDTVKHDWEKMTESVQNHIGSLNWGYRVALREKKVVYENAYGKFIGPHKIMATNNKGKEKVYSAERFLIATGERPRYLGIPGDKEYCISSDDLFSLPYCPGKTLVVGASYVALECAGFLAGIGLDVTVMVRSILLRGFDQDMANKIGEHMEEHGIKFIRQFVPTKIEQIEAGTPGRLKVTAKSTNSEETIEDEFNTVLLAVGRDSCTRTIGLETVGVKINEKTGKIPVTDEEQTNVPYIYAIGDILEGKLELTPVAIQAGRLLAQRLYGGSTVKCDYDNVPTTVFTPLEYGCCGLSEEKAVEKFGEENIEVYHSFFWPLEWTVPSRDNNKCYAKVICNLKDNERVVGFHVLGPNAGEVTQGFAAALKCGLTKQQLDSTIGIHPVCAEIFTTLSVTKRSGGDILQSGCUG
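Rat TrxR1, dispensed at 90 nM, was prereduced with 400 uM NADPH (final) for 5 min at ~22 deg C, then incubated with compound 15 min before 400 uM selenite. A first-read NADPH fluorescence drop versus no-compound background flagged substrates.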
TrxR1 inh: qHTS Assay for Inhibitors of Mammalian Selenoprotein Thioredoxin Reductase 1 (TrxR1): qHTS; Thioredoxin reductase 1, cytoplasmic (Rattus norvegicus), O89049; recombinant rTrxR1, NADPH fluorescence consumption, selenite substrate; Potency, µM (titrated, usually from 114 µM), for inactives: top-dose activity change, negative = inhibition, hits mostly inhibitors; actives 1% (n = 390,000); AID 588453, 2011; note: potency is the fitted concentration of half-maximal effect; % is set by controls: 0 for no effect and ±100 for the full control effect; nearly all actives have a fitted effect of over 65% in size
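Rat TrxR1 (90 nM in the dispensed reagent) was pre-reduced with 400 uM NADPH for 5 min at room temperature, then incubated with compound for 15 min. After 400 uM selenite was added, NADPH fluorescence (Ex 340/Em 450 nm) was followed for 8 min.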
* = called active by the depositor; ? = inconclusive; · = no result given; [ ] = remark or other dose. Unless noted, calls come from the whole dose curve; as a rule, active = well fitted curve in the direction sought with a large enough effect; inconclusive = small, poorly fitted or top-dose-only effect, or another doubt; inactive = no such curve, though single readings can be large; an effect the other way counts as inactive or inconclusive. Not all compounds are listed. The share of hits here may be higher or lower than overall.

Below each compound – GRP78 ERSR act	IDH1 R132H inh	Vif-APOBEC3G blk	USP1-UAF1 inh	RGS4 inh	Vif-APOBEC3F blk	LDHA block	TrxR1 substrate	TrxR1 inh
- Cc1ccc(C(=O)COC(=O)c2cnccn2)cc1
→ -1.6%	1.6%	1.4%	-0.3%	22.6%	-0.6%	-5.0	-11.7%	-16.2%
- O=C(NC1CC1)c1ccccc1NC(=O)c1ccccc1OC(F)F
→ -2.0%	6.3%	-19.9%	-15.2%	·	-7.2%	-0.7	·	·
- O=C(CN1C(=O)NC2(CCCCC2)C1=O)NCc1ccc2c(c1)OCO2
→ -1.1%	-8.1%	0.8%	-10.1%	9.7%	1.5%	-5.3	-0.4%	24.2%
- COc1ccc(-n2nnnc2-c2cnc(N3CCCC3)nc2C(F)(F)F)cc1
→ 3.7%	9.4%	-0.9%	-20.3%	22.5%	1.2%	-2.4	13.5%	39.7%[activator]
- O=C(NCCc1ccccc1F)C1CCCN1S(=O)(=O)c1ccccc1 (stereo unspecified)
→ -3.8%	1.2%	1.0%	4.5%	0.4%	-0.8%	-6.1	6.3%	11.7%
- COc1ccc(S(=O)(=O)NCCc2nnc3ccc(SCC(=O)Nc4cc(C)cc(C)c4)nn23)cc1
→ -0.7%	-1.3%	-25.7%	?	24.7%	1.8%	-2.6	-3.8%	17.8%
- COc1ccccc1NS(=O)(=O)c1ccc(N/N=C/C=C/c2ccccc2[N+](=O)[O-])c([N+](=O)[O-])c1
→ -1.9%	-1.5%	0.3%	2.0%	-16.2%	-15.8%	0.2	-12.2%	-0.9%
- CC(C)NS(=O)(=O)c1ccc(NC(=O)C(C)Oc2ccc(C(=O)c3ccccc3)cc2)cc1 (stereo unspecified)
→ ?	3.4%	-0.8%	-3.4%	8.5%	2.4%	-3.9	-9.6%	0.3%
- CCCN1CNc2c(c(=O)[nH]c(=S)n2CCc2ccc(C)cc2C)C1
→ ·	·	·	·	-2.7%	·	6.4	2.9%	-13.1%
- COc1ccccc1N1CCN(c2ccc(-c3ccccc3)nn2)CC1
→ -10.6%	4.1%	?	-13.6%	-36.6%	-21.0%	6.7	-2.7%	-8.6%
- O=C(C1CCN(S(=O)(=O)c2ccc(Br)s2)CC1)N1CCCCC1
→ -4.7%	10.7%	-3.9%	-20.8%	-9.7%	-22.0%	-6.4	5.1%	24.2%
- COc1ccc(C2c3c(oc4ccccc4c3=O)C(=O)N2CCN2CCOCC2)cc1OC (stereo unspecified)
→ -0.7%	-6.6%	-0.5%	-15.4%	15.7%	2.5%	1.9	-2.4%	-25.9%
- O=C(NCCCN1CCOCC1)C(=O)N/N=C/c1c(Cl)cccc1Cl
→ -2.3%	5.0%	2.9%	-21.0%	1.8%	-9.9%	-2.3	9.2%[57.1 µM]	12.4%[57.1 µM]
- Cc1c(Cl)cnn1CC(=O)NC1C(=O)N2C(C(=O)O)=C(CSc3nnnn3C)CSC12 (stereo unspecified)
→ -4.6%	7.3%	3.4%	-15.3%	?	-0.2%	-0.9	7.9%	?
- COC(=O)c1c(SCC(=O)NC2CCCCC2)[nH]c2ccccc2c1=O
→ 0.0%	-3.7%	-4.7%	-16.3%	-39.8%	0.1%	6.6	-6.5%	-23.8%
- Cc1ccc(N(CC(=O)N/N=C/c2ccc(OCC(N)=O)cc2)S(C)(=O)=O)cc1Cl
→ 1.8%	-11.9%	1.5%	-11.7%	-2.1%	-2.8%	-8.0	1.8%[57.1 µM]	13.5%[57.1 µM]
- Cc1occc1C(=O)NNC(=O)c1ccccc1Br
→ -0.9%	1.0%	0.3%	-14.3%	-11.1%	-3.0%	-1.8	-4.0%	-3.0%
- COc1cc(C(=O)NC(=S)NNC(=O)c2ccc3c(c2)OCO3)cc(OC)c1OC
→ -7.3%	2.5%	-1.0%	-12.7%	-45.9%	-6.3%	-4.9	-8.5%	10.8%[57.1 µM]
- Clc1ccc(OCCn2cnc3ccccc32)cc1
→ 2.4%	-1.6%	0.9%	-9.0%	-17.6%[11.4 µM]	1.6%	-5.2	2.9%[57.1 µM]	5.8%[57.1 µM]
- Cc1ccc(S(=O)(=O)N2CCCC2C(=O)Nc2nc3c(s2)CCCC3)cc1 (stereo unspecified)
→ -3.5%	8.0%	1.1%	-10.2%	-2.8%	0.5%	-2.4	-1.9%	-6.1%
- COc1cccc(CNC(=O)CN2C(=O)CC(c3ccccc3)=Nc3ccccc32)c1
→ -3.8%	14.4%	-1.1%	?	20.5%	12.3%	-6.9	13.7%[57.1 µM]	18.8%[57.1 µM]
- CCOP(=O)(OCC)C(NC(=O)c1ccc(OC)c(OC)c1)c1ccccc1 (stereo unspecified)
→ 0.1%	7.1%	-4.7%	-18.7%	4.9%	-18.2%	4.1	-2.7%	3.8%
- CCOC(=O)c1c(C)[nH]c(C(=O)OCC(=O)Nc2sc(C(=O)N(C)C)c(C)c2C(=O)OCC)c1C
→ -4.3%	-8.9%	0.9%	-17.0%	-26.9%	-14.7%	0.1	-5.0%	-9.4%
- COc1cc(C(=O)NCC(=O)N/N=C/c2cccnc2)cc(OC)c1OC
→ -0.2%	3.6%	-0.5%	-16.3%	3.6%	-4.9%	-12.4	-3.9%[57.1 µM]	-7.2%[57.1 µM]
- Cc1ccc(SCC(=O)Nc2cccc(C(=O)NC(C)(C)C)c2)cc1
→ -0.1%	12.8%	-6.3%	-8.3%	-28.8%	9.8%	-0.3	10.9%[57.1 µM]	7.9%[57.1 µM]
- O=C(NCC1(O)CCCCC1)C1CCC(=O)N(Cc2cccc(C(F)(F)F)c2)C1 (stereo unspecified)
→ -2.7%	-0.7%	-0.2%	-7.9%	8.7%	-9.4%	-10.4	0.4%	0.1%
- COc1ccc(CN(C(=O)c2snc(C(N)=O)c2N)C(C(=O)NC2CCCC2)c2ccc(OC)cc2)cc1 (stereo unspecified)
→ -1.7%	-7.9%	0.7%	-2.9%	4.1%	-10.4%	-0.6	-0.9%[57.1 µM]	-1.4%[57.1 µM]
- Cc1ccc(C(=O)CC(=O)c2ccccc2C)c(O)c1
→ 1.5%	3.1%	1.3%	-20.4%	-8.5%	-7.2%	1.2	13.5%[57.1 µM]	-19.2%
- CCOC(=O)c1ccc(NC(=O)Nc2cc3c(cc2N2CCCCC2)n(CC)c(=O)n3CC)cc1
→ -3.8%	8.8%	-1.7%	-21.8%	-12.6%	-1.0%	8.9	9.2%	10.1%
- CCOc1ccc(C(=O)CCC(=O)Nc2ccc(C)cn2)cc1
→ -0.6%	2.6%	-15.1%	-11.7%	-7.4%	?	-0.5	-5.2%	-14.0%
- COc1ccccc1CC(=O)Nc1cccc(S(=O)(=O)N2CCOCC2)c1
→ -3.2%	7.1%	-4.7%	-8.0%	19.0%	0.5%	-0.2	1.6%	11.3%
- CCC/C=C/c1ccc(CN2C(C(C)C)C(=O)N(Cc3cn(CCC4OCCCO4)nn3)CCS2(=O)=O)cc1 (stereo unspecified)
→ -1.2%	-6.4%	-8.1%	-11.5%	·	0.0%	2.0	·	·
- Cc1ccc(N2C(=O)C(CC(=O)Nc3cccc(F)c3)N(CCc3ccccc3F)C2=O)cc1 (stereo unspecified)
→ -0.3%	-4.2%	1.1%	-23.2%	-4.3%	0.0%	3.4	3.4%	20.4%
- Cc1cccn2c(=O)nc(SCC(=O)N3CCN(c4ccccc4)CC3)nc12
→ -1.6%	3.1%	-0.3%	-0.5%	-1.9%	9.8%	-1.7	-11.9%	-6.3%
- O=S(=O)(c1ccc(SCc2ccc(Cl)cc2)nc1)N1CCCC1
→ -5.7%	6.9%	2.0%	-24.3%	-22.1%	-2.1%	1.6	6.3%	19.6%
- CN(C)c1ccc(NC(=S)NC(=O)/C=C/c2ccc(Cl)cc2)cc1
→ -4.0%	0.3%	-0.1%	-18.5%	-30.4%[11.4 µM]	-6.7%	12.0	-15.7%	15.2%[57.1 µM]
- COc1ccc(NC(C)=O)cc1NC(=O)C1CCCN1C(=O)c1cccs1 (stereo unspecified)
→ -2.2%	6.0%	1.3%	-16.2%	-3.8%	2.4%	-0.7	-7.6%	-13.4%
